PTHR1 ag: PTHR1 (human) receptor agonism; Potency, µM (series often up to 115 µM), for inactives: at the top dose activation, usual class: activators; HEK293 GP2 PTHR1 cells, GloSensor cAMP luminescence, 1 h; Q03431; hit rate 0.075% among 410,000; further: potency means the concentration at half of the fitted maximal effect; nearly all actives have a fitted effect of over 55% in size; some results filed as inactive show a strong effect at the top dose; inactives centre near -15; many of its hits are not listed in these tables
Target sequence (Q03431 whole entry, looked up): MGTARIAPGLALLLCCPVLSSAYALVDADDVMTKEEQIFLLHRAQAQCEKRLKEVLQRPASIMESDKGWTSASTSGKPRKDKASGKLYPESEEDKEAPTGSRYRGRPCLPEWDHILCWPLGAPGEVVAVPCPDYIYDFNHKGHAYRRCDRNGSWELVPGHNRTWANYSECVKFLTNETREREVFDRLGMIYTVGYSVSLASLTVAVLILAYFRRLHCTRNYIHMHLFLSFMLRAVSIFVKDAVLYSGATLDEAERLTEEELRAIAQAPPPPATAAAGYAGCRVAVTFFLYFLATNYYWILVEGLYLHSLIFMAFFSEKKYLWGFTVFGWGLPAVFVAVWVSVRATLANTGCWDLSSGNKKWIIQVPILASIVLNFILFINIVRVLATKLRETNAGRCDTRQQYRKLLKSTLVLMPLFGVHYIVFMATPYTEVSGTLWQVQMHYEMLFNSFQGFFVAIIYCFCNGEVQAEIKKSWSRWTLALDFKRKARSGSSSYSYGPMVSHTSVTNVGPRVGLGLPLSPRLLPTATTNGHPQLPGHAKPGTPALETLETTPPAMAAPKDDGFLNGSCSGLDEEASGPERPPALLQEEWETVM
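HEK-293-derived GP2 cells expressing PTHR1 and a GloSensor cAMP reporter, 3,000/well, plated overnight, given luciferin plus IBMX (each 0.5 mM as added) for 1 h at 37 °C, then compound for 1 h at 37 °C. Luminescence was read after 15 min at room temperature.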
D3 ag: D3 dopamine receptor (human) agonism; P35462; D3R DiscoveRx beta-arrestin cells, luminescence, 90 min; max activation, %; hit rate 0.58% among 410,000; AID 652048; in the data active means max activation above about 30%; further: 0% is about no effect; mostly tested at two doses, the higher about 12 µM
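Cells at 1500/well, incubated overnight, then treated with pinned compounds (dopamine as control) for 90 min at 37 degrees C. DiscoveRx reagent added for 30 - 60 minutes at room temperature; luminescence read.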
KB-V1 MDR tox: kills drug-selected multidrug resistant KB-V1 cells; KB-V1 MDR cells viability, CellTiter-Glo, 72 h; Potency, µM (series often up to 46.1 µM), for inactives: at the top dose activity change, negative = cytotoxicity, hits mostly cytotoxic; hit rate 3.4% among 400,000; further: potency means the concentration at half of the fitted maximal effect; on the % scale 0 is the no-effect control and ±100 the full control effect; nearly all actives have a fitted effect of over 60% in size
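Compound-treated KB-V1 multidrug-resistant cells, 72 h, 37 degrees C; viability by CellTiter-Glo. Fitted qHTS curves give the values.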
DRD3 antagonist: antagonists of human D3 dopamine receptor | D3R cells, DiscoveRx beta-arrestin luminescence, antagonist mode; active compounds read low | max response, negative = inhibition, % | hit rate 2.5% among 360,000 | AID 652054; in the data active means max response below about -50%; inconclusive means no clear call, values can overlap the other calls; further: on the % scale 0 is the no-effect control and ±100 the full control effect; mostly tested at two doses, the higher about 12 µM
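Cells plated overnight at 1500 cells/well, then exposed to library compounds with dopamine controls for 90 minutes at 37 degrees C. DiscoveRx reagent added for 30–60 minutes at room temperature; luminescence read, quantitative HTS format.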
GLP1R cytotox: cytotoxicity in counter-screen for GLP-1R inverse agonists | HEK293 cAMP-luciferase reporter cells, luminescence, 24 h | hit rate 0.13% among 410,000 | Potency, µM (highest dose often 38.3 µM), without a hit: at the highest dose activity change, negative = inhibition, hits mostly inhibitors | AID 624418;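 further: loss of luciferase light is scored as toxicity; potency means the concentration at half of the fitted maximal effect; on the % scale 0 is the no-effect control and ±100 the full control effect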
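To flag toxic compounds, the library was rerun on cells for 24 hr at 37 deg C and 5% CO2. Viability-linked luminescence was captured 12 min after adding luciferase detection reagent.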
GLP-1R inv ag: acts as inverse agonist at human GLP-1 receptor. HEK293 GLP-1R CRE-luciferase, luminescence, 24 h; GLP-1R form is constitutively active. Potency, µM (top dose mostly 38.3 µM), without a hit: at the top dose activity change, negative = inhibition, most hits filed as inhibitors. hit rate 1.6% among 410,000. P43220; further: potency means the concentration at half of the fitted maximal effect; on the % scale 0 is the no-effect control and ±100 the full control effect; nearly all actives have a fitted effect of over 55% in size
Target sequence (P43220 whole entry, looked up): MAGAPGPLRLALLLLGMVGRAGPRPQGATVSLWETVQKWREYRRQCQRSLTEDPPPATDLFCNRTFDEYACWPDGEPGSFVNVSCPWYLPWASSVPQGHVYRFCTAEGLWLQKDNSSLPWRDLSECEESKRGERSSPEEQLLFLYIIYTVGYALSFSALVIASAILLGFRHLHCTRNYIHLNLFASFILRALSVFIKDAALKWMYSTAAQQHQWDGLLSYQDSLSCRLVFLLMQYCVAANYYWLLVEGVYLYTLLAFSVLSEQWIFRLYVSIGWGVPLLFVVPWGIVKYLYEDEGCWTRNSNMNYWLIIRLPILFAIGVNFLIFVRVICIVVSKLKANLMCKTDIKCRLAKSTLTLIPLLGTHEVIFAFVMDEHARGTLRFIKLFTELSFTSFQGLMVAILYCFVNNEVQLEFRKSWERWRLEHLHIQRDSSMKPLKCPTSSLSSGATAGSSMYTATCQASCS
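Using stably transfected HEK293 (constitutively active GLP-1R, cAMP-luciferase reporter), compounds were incubated 24 hr and luciferase measured by luminescence.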
aSyn rescue: rescues yeast growth from alpha-synuclein toxicity. hit rate 0.14% among 370,000. Potency, µM (top dose mostly 46.1 µM), for the others: at the top dose growth rescue (activation), hits mostly activators. Yeast expressing alpha-synuclein, growth rescue, BacTiter-Glo, 24 h; further: potency means the concentration at half of the fitted maximal effect; % of control where 0% means no effect; nearly all actives have a fitted effect of over 65% in size
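Screening used galactose-induced yeast with toxic alpha-synuclein levels, exposed to compound for 24 hr at 30 deg C. Cell growth, read with BacTiter-Glo luminescence, gave the measured signal.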
GLP-1R agonist: activates the human GLP-1 receptor; P43220; HEK293 GLP-1R CRE-luciferase, luminescence, 4-6 h; cells express a hypersensitive GLP-1R form; Potency, µM (titrated, usually from 45.6 µM), for the others: top-dose activation, actives largely listed as activators; hit rate 0.007% among 380,000; further: potency means the concentration at half of the fitted maximal effect; % of control where 0% means no effect
TDP-43 yeast inh: inhibitors of TDP-43 toxicity in yeast. TDP-43 expressing yeast growth rescue, BacTiter-Glo, 24 h. Potency, µM (highest dose often 46.1 µM), for inactives: at the top dose growth rescue (activation), most hits filed as activators. hit rate 1.8% among 410,000; further: potency means the concentration at half of the fitted maximal effect; % of control where 0% means no effect; nearly all actives have a fitted effect of over 50% in size
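Yeast expressing TDP-43 (pregrown in raffinose, seeded at OD600=0.02 in galactose medium) exposed to compounds 24 hr at 30 deg C. Growth read by BacTiter-Glo luminescence; rescue of toxicity appears as increased signal.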
* hit, by the source's call; i = inactive; ? = inconclusive; . = no result given; [ ] = dose if it differs, or a comment. Unless noted, the call rests on the fitted dose curve; in most records, active means well fitted curve in the direction sought with a large enough effect; inconclusive means small, poorly fitted or top-dose-only effect, or another doubt; inactive means no such curve, though single readings can be large; an effect the other way counts as inactive or inconclusive.

Results follow in this order: PTHR1 ag	D3 ag	KB-V1 MDR tox	DRD3 antagonist	GLP1R cytotox	GLP-1R inv ag	aSyn rescue	GLP-1R agonist	TDP-43 yeast inh
(1) COc1cccc(-c2cc3nc(Nc4ccc(OC)c(OC)c4)n(C)c(=O)c3s2)c1
 : -38.5%[inhibitor]	9.8	2.0%	62.0	-24.2%	-23.7%	-1.5%	-8.7%	0.0%
(2) CCOc1cc(/C=C(\CC(=O)O)c2nc3ccccc3s2)ccc1OCC(=O)Nc1cccc(C(F)(F)F)c1
 : -5.5%	-1.4	?	11.6	-12.4%	-26.0%	-18.4%	-2.2%	13.4%
(3) COc1cc2c(cc1OC)CN(C(=O)C1CCN(S(=O)(=O)c3ccccc3F)CC1)CC2
 : -20.1%	-8.6	7.5%	7.9	-0.6%	10.0%	6.8%	7.2%	-2.8%
(4) Cc1cc(NC(=O)c2cc(-c3ccncc3)nc3ccccc23)ccc1Br
 : -11.1%	5.3	8.2µM*	57.9	?	?	14.0%	7.9%	17.8µM*
(5) Cc1nn(CC(=O)Nc2ccc(F)cc2)c(=O)c2ccccc12
 : i	0.0	15.7%	6.3	4.3%	12.4%	-5.2%	-5.2%	15.0%
(6) COc1ccccc1C(=O)N/N=C1/NC(=O)CC(C(=O)Nc2ccccc2)S1 (stereo not given)
 : i	8.1	21.3%	-6.7	-1.6%	2.2%	3.9%	-5.5%	22.4%
(7) O=C(NCC(c1ccco1)N1CCc2ccccc21)c1cccc(F)c1 (stereo not given)
 : -8.5%	-12.9	?	-22.0	1.6%	?	-10.6%	12.7%	?
(8) Cc1ccc(NS(=O)(=O)c2c(C)nc3sccn3c2=O)cc1
 : 3.6%	-2.0	3.3%	6.7	10.7%	17.4%	29.2%	3.8%	2.0%
(9) CCC(Sc1nc2nccnc2c(=O)n1Cc1ccc(C)cc1)C(=O)NC1CCCCC1 (stereo not given)
 : i	-5.8	.	.	-5.6%	7.8%	.	.	0.0%
(10) CCN(Cc1ccccc1)S(=O)(=O)c1cc2c3c(c1)CCN3C(=O)CC2
 : i	1.2	?	26.1	10.1%	38.2%[activator]	7.6%	7.8%	-8.2%
(11) Cc1ccsc1C(=O)Nc1ccc(O)c(-c2nc3ccccc3s2)c1
 : -20.1%	-10.5	-12.7%	-13.7	4.7%[7.66 µM]	6.0%[7.66 µM]	-1.6%	-0.4%	-12.2%
(12) CC(C)(C)NC(=O)NC(=O)CN1CCN(c2ncc(C(F)(F)F)cc2Cl)CC1
 : -81.8%[inhibitor][57.5 µM]	-4.2	?	?	3.3%	?	0.0%	1.2%	-16.7%
(13) O=C(CNC(=O)c1cccnc1)N/N=C/c1ccc(O)cc1O
 : i	6.2	-2.8%	5.4	-10.6%	-13.7%	0.8%	6.0%	-7.0%
(14) CCN1C(=O)[C@H]2[C@@H](c3ccc(C)cc3)N3C(=O)N(c4cccc(Br)c4)C(=O)[C@@]3(CC)[C@H]2C1=O
 : i	-20.0	-3.7%	-7.8	-28.0%	-10.8%	-5.2%	-2.6%	15.2%
(15) C[C@@H]1CN([C@@H](C)CO)C(=O)c2c(c3ccccc3n2C)-c2ccccc2CO[C@H]1CN(C)C(=O)[C@H](Cc1ccccc1)N(C)C
 : -2.7%	-11.4	-2.8%	-27.8	-11.3%	?	8.9%	-0.9%	13.4%
(16) O=C(CCCN1C(=O)[C@H]2CC=CC[C@H]2C1=O)NCc1nc(-c2ccc(Cl)cc2)no1
 : -21.9%	4.3	0.0%	5.2	-1.6%	?	?	4.2%	-9.1%
(17) CCCn1c(=O)c2sccc2n2c(CCCC(=O)Nc3ccccc3F)nnc12
 : -23.9%	15.3	.	.	2.1%	13.1%	.	.	11.2%
(18) CC1(C)OC(=O)C2=C(C[C@@H](CCc3ccccc3)O[C@H]2CCc2cccc(Cl)c2)O1
 : -13.2%	1.8	?	14.5	7.1%	-24.7%	6.3%	0.2%	11.5%
(19) C(#CCN1CCOCC1)COC(c1ccccc1)c1ccccc1
 : i	-13.9	-13.3%	-6.1	9.1%	?	9.2%	-4.2%	0.3%
(20) CCOc1ccc(CCNC(=O)CCc2nc(-c3ccc(C)cc3)no2)cc1OCC
 : i	3.9	?	-21.2	13.0%	0.2%	3.7%	9.7%	-3.5%
(21) O=C(N/N=C/c1cccc(O)c1)N/N=C/c1cccc(O)c1
 : -41.1%[inhibitor]	-22.9	?	0.0	1.5%	-8.4%	-4.2%	3.6%	-16.9%
(22) C[C@@H]1COc2cc(N(C)CCO)ccc2S(=O)(=O)N1
 : -19.9%	7.9	?	-2.8	8.5%	4.3%	0.9%	0.1%	18.8%
(23) Cc1ccc(NC(=O)C2CC(=O)N/C(=N/NC(=O)c3ccc(C)cc3)S2)cc1 (stereo not given)
 : i	1.5	-8.1%	5.4	-9.3%	3.0%	-5.5%	-20.8%	23.8%
(24) O=C(CSc1ccc(-c2cccs2)nn1)Nc1ccccc1F
 : -3.0%	-6.5	?	-13.5	-4.5%	-3.8%	-3.3%	3.5%	-21.6%
(25) CCc1nnc(NC(=O)CSc2nnc(-c3ccccc3OC)n2-c2ccc(C)cc2)s1
 : i	2.6	3.2%	-16.9	-18.4%	?	0.5%	4.7%	6.5%
(26) O=C(NCCc1ccccc1)C1CCN(C2CCN(C(=O)CC3=CCCCC3)CC2)CC1
 : -19.7%	-9.7	5.2%	24.9	-9.9%	-10.9%	0.8%	-2.2%	.
(27) COCCNC(=S)N(CCN(C)C)Cc1cc2cc3c(cc2[nH]c1=O)OCO3
 : i	0.2	2.6%	102.2	4.9%	-4.0%	-4.0%	1.8%	-25.4%
(28) CC[n+]1ccc(/C=C/c2c[nH]c3ccccc23)cc1
 : i	-0.1	6.7%	0.1	-27.0%	?	0.3%	-3.2%	23.4%
(29) Cc1ccc(-c2ccc(SCC(=O)Nc3ccc4c(c3)OCCO4)nn2)cc1
 : -30.7%[inhibitor]	3.3	-3.5%	21.5	-12.3%	0.3%	-3.1%	2.1%	24.0%
(30) COc1ccccc1C(=O)Nc1ccc(S(=O)(=O)N2CCCCC2)cc1
 : -36.3%[inhibitor]	-9.8	-14.5%	4.8	-12.7%	?	16.8%	10.5%	-4.6%

Copied from the list:
In GLP1R cytotox, entry 16 is entered as -1.6%
In D3 ag, entry 28 is entered as -0.1

Following part:
Results follow in this order: PTHR1 ag	D3 ag	KB-V1 MDR tox	DRD3 antagonist	GLP1R cytotox	GLP-1R inv ag	aSyn rescue	GLP-1R agonist	TDP-43 yeast inh
(31) COc1cccc(-c2nc(-c3ccccc3)no2)c1
 : -8.0%[57.5 µM]	-0.4	10.5%	18.5	-1.3%	7.0%	-7.7%	-8.1%	-2.6%
(32) CCN(CC)c1ccc(/C=N/NC(=O)c2nnn(-c3nonc3N)c2CN(C)C2CCCCC2)cc1
 : 9.7%	-1.3	-2.1%	-27.7	-1.1%	5.6%	-1.1%	12.0%	5.5%
(33) Cc1ccc(S(=O)(=O)CC(=O)N2CCCCCC2)cc1
 : -13.6%	1.3	10.3%	2.2	2.2%	23.8%	-1.3%	-4.2%	-2.6%
(34) Cc1c(C(=O)Nc2nccs2)oc2ccc(F)cc12
 : -27.1%	-2.0	12.3%	9.2	-3.5%	7.5%	-0.4%	-0.9%	15.2%
(35) COc1ccc(/C=C/C(=O)OCC(=O)N(C)c2c(N)n(Cc3ccccc3)c(=O)[nH]c2=O)cc1OC
 : -21.8%	0.3	-0.1%	-0.7	-6.9%	10.5%	4.3%	2.7%	7.0%
(36) COc1ccc(C(=O)C2CN(c3ccccc3)CC2c2ccc(Cl)cc2)cc1 (stereo not given)
 : -28.3%[57.5 µM]	2.3	-23.4%	?	-9.1%	-12.5%	-9.6%	-17.5%	-11.9%
(37) CC(C)CC(=O)N1CCN(Cc2ccc(Cl)cc2)CC1
 : -5.9%	4.0	-27.2%	16.2	-24.1%	?	0.1%	0.6%	8.0%
(38) CS(=O)(=O)N1CCN(c2ccc([N+](=O)[O-])c(NCc3cccnc3)c2)CC1
 : i	-3.2	?	-23.8	?	43.0%[activator]	-7.9%	23.7%	-10.3%
(39) COCCN(C(=O)c1snc(C(N)=O)c1N)C(C(=O)NC1CCCCC1)c1ccc(F)cc1 (stereo not given)
 : -12.0%	7.6	-2.6%	9.7	-33.4%	8.6%	2.2%	13.8%	9.2%
(40) CC1CN(S(=O)(=O)c2cccc(C(=O)OCC(=O)Nc3ccc4c(c3)OCO4)c2)CC(C)O1 (stereo not given)
 : i	0.0	0.0%	-16.2	-25.8%	17.3%	-0.5%	6.6%	-3.2%
(41) COc1ccc(-c2nn(-c3ccccc3)cc2C(=O)O)cc1
 : 16.2%	0.9	4.0%	-1.4	6.0%	21.7%	-10.2%	-3.1%	21.7%
(42) Cc1nc2cc(N3CCOCC3)c(NC(=O)C3CC3)cc2c(=O)n1Cc1ccccc1
 : i	-4.1	0.0%	-22.2	-11.4%	5.9%	-1.3%	0.7%	-12.5%
(43) O=C1C(=O)N(CC2COc3ccccc3O2)c2ccccc21 (stereo not given)
 : i	-12.3	9.6%	-24.6	-12.9%	-26.7%	-27.7%	16.3%	28.2µM*

2 compounds from above, limited to GLP-1R agonist:
No. | SMILES | GLP-1R agonist
35 | COc1ccc(/C=C/C(=O)OCC(=O)N(C)c2c(N)n(Cc3ccccc3)c(=O)[nH]c2=O)cc1OC | 2.7%
40 | CC1CN(S(=O)(=O)c2cccc(C(=O)OCC(=O)Nc3ccc4c(c3)OCO4)c2)CC(C)O1 (stereo not given) | 6.6%

Fetched by structure from the list above:
Results follow in this order: PTHR1 ag	D3 ag	KB-V1 MDR tox	DRD3 antagonist	GLP1R cytotox	GLP-1R inv ag	aSyn rescue	GLP-1R agonist	TDP-43 yeast inh
(32) CCN(CC)c1ccc(/C=N/NC(=O)c2nnn(-c3nonc3N)c2CN(C)C2CCCCC2)cc1
 : 9.7%	-1.3	-2.1%	-27.7	-1.1%	5.6%	-1.1%	12.0%	5.5%
(31) COc1cccc(-c2nc(-c3ccccc3)no2)c1
 : -8.0%[57.5 µM]	-0.4	10.5%	18.5	-1.3%	7.0%	-7.7%	-8.1%	-2.6%

Screening results deposited in PubChem BioAssay by National Center for Advancing Translational Sciences (NCATS).

Only part of the results is shown. The share of hits here may be higher or lower than overall.
